From PubChem
LYPLA2 counter = counter-screen for PME1 inhibitors: inhibitors of human LYPLA2; O95372; recombinant LYPLA2, FP-Rh probe fluorescence polarization; inhibition, % at 5.9 µM; hit rate 0.38% among 320,000;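 active = inhibition above the screen-wide mean plus 3 SD, limit set per campaign, cut at about 26% in these data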;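 also: 0% = LYPLA2 with DMSO and 100% = wells lacking LYPLA2 enzyme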
Target sequence (O95372 whole entry, looked up): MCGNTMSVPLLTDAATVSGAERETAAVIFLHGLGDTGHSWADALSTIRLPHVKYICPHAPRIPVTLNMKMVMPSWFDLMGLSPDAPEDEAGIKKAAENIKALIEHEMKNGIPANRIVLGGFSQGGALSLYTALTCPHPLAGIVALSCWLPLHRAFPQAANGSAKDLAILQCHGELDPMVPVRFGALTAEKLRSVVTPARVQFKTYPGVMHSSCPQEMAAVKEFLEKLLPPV
PAFAH2 inh = PAFAH2 (human) inhibition. Q99487. recombinant PAFAH2, FP-rhodamine activity probe, fluorescence polarization. inhibition, % at 3.39 µM. hit rate 0.99% among 340,000. AID 492956;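 active = inhibition above the mean over all tested compounds plus 3 SD, cut at about 30% in these data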;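 also: inhibitors block probe labeling of enzyme so polarization drops; 0% = enzyme with DMSO and 100% = wells lacking PAFAH2 protein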
GSTO1 inh = GSTO1 inhibition, counter-screen for RBBP9 inhibitors; P78417; recombinant GSTO1, activity-based probe fluorescence polarization; inhibition, % at 5.96 µM; hit rate 1.1% among 300,000; AID 1974;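 active = inhibition above the campaign mean inhibition plus 3 SD, cut at about 35% in these data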;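 also: 0% = GSTO1-1 with DMSO and 100% = wells lacking GSTO1-1 enzyme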
PAD4 FP inh = inhibitors of human PAD4. AID 485272. Q9UM07. inhibition, % at 6.36 µM. recombinant PAD4, RCA probe fluorescence polarization. hit rate 0.41% among 330,000;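 active = percent inhibition above a cutoff equal to the mean of all tested compounds plus 3 SD, cut at about 15% in these data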;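 also: 0% = PAD4 with RCA probe and DMSO and 100% = probe without PAD4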
PAFAH1B2 inh = blocks human PAF acetylhydrolase 1b catalytic subunit 2; recombinant PAFAH1B2, FP-rhodamine activity probe, fluorescence polarization; inhibition, % at 3.39 µM; hit rate 1.2% among 340,000; AID 492953;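 active = inhibition above the mean of all tested compounds plus 3 SD, cut at about 24% in these data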;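 also: 0% = enzyme with DMSO and 100% = wells lacking PAFAH1B2; many of its hits are not listed in these tables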
pPAFAH inh = pPAFAH (human) enzyme inhibition; Q13093; recombinant pPAFAH, FP-rhodamine probe fluorescence polarization; inhibition, % at 3.39 µM; hit rate 1.5% among 330,000; AID 463082;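 active = inhibition above the mean inhibition across the screen plus 3 SD, cut at about 25% in these data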;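 also: inhibitors block binding of the rhodamine activity-based probe so polarization drops; 0% = enzyme with DMSO and 100% = wells lacking pPAFAH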
Target sequence (Q13093 whole entry, looked up): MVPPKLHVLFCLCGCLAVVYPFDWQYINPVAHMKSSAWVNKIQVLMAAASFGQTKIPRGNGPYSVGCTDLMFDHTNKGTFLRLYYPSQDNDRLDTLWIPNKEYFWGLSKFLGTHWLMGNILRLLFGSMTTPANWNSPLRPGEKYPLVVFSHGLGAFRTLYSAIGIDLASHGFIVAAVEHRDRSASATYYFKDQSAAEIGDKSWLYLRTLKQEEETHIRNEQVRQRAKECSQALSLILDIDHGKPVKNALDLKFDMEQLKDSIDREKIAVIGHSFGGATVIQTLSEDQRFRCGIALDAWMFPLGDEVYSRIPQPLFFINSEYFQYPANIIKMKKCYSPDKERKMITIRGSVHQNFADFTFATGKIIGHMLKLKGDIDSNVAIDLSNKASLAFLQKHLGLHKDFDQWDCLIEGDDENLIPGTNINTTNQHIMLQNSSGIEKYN
PAFAH1B3 inh = PAFAH1B3 (human) inhibition | AID 492972 | hit rate 0.28% among 340,000 | recombinant PAFAH1B3, FP-rhodamine probe, fluorescence polarization | inhibition, % at 3.39 µM | Q15102;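 active = inhibition above the screen-wide average of all tested compounds plus 3 SD, cut at about 25% in these data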;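 also: 0% = enzyme with DMSO only and 100% = wells lacking PAFAH1B3 protein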
PME-1 inh = PME-1 (human) inhibition; Q9Y570; recombinant PME-1, FP-Rh probe fluorescence polarization; inhibition, % at 5.9 µM; hit rate 0.53% among 320,000; AID 2130;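 active = inhibition above the campaign mean of all compounds plus 3 SD, cut at about 26% in these data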;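 also: competitive labeling of PME-1 active site by serine hydrolase directed probe; 0% = PME-1 with DMSO and 100% = wells lacking PME-1 enzyme; inhibitors block probe labeling so polarization falls and inhibition rises; many of its hits are not listed in these tables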
LYPLA1 counter = LYPLA1 (human) inhibition in PME1 counter-screen. hit rate 0.16% among 320,000. inhibition, % at 5.9 µM. recombinant LYPLA1, FP-Rh probe fluorescence polarization;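 active = inhibition above the mean of all tested compounds plus 3 SD, set per campaign, cut at about 14% in these data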;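 also: inhibitors block serine hydrolase probe labeling of LYPLA1 so polarization falls; 0% = enzyme with DMSO and 100% = wells lacking LYPLA1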
Target sequence (O75608 whole entry, looked up): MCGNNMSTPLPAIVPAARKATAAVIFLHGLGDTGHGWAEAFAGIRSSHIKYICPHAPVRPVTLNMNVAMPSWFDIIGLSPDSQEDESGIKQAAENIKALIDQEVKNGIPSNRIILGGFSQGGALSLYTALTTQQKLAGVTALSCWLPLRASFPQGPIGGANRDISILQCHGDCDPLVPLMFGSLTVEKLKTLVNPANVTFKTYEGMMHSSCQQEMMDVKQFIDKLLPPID
* = called active by the depositor. Some of the compounds tested; count on the stated rates, not on these rows.

Screening CCn1c(SCC(=O)N/N=C/c2ccc(C)o2)nnc1-c1ccc(C)cc1 returned LYPLA2 counter 3.9, PAFAH2 inh 4.5, GSTO1 inh 4.6, PAD4 FP inh 1.4, PAFAH1B2 inh -1.2, pPAFAH inh 2.6, PAFAH1B3 inh 9.8, PME-1 inh 2.6 and LYPLA1 counter 0.1.
COc1ccc(S(=O)(=O)N2CCCC2C(=O)NCc2ccccc2Cl)cc1 (stereo not given) was read as LYPLA2 counter -9.2, PAFAH2 inh 1.5, GSTO1 inh -2.5, PAD4 FP inh 1.5, PAFAH1B2 inh 3.3, pPAFAH inh -0.6, PAFAH1B3 inh 2.2, PME-1 inh 1.2 and LYPLA1 counter -5.5.
Screening CCOC(=O)c1cc(CC)sc1/N=C/C1=C(O)CC(C)(C)CC1=O returned LYPLA2 counter 4.2, PAFAH2 inh -5.0, GSTO1 inh 1.3, PAD4 FP inh -4.3, PAFAH1B2 inh 0.2, pPAFAH inh -2.8, PAFAH1B3 inh 4.2, PME-1 inh 1.6 and LYPLA1 counter -4.1.
`COc1ccc2[nH]c3c(c2c1)CCN1C(=O)C(CC(=O)NCCN2CCOCC2)C[C@H](C(=O)N2CCOCC2)[C@@]31CCC1CCCC1` (stereo not given in full) gave PAFAH2 inh 0.9, PAD4 FP inh -4.2, PAFAH1B2 inh -0.1, pPAFAH inh 2.6 and PAFAH1B3 inh 4.2.
`Cc1ccc(S(=O)(=O)NCC(=O)OCC(=O)NCc2cccs2)cc1` gave LYPLA2 counter -1.1, PAFAH2 inh 3.4, GSTO1 inh 13.5, PAD4 FP inh 2.7, PAFAH1B2 inh 2.7, pPAFAH inh 8.7, PAFAH1B3 inh 10.3, PME-1 inh 1.7 and LYPLA1 counter -3.7.
`C=CCSc1nnc(NC(=O)C23CC4CC(CC(NC(C)=O)(C4)C2)C3)s1` gave LYPLA2 counter -5.0, PAFAH2 inh 7.8, GSTO1 inh -2.1, PAD4 FP inh -0.8, PAFAH1B2 inh 5.4, pPAFAH inh -3.2, PAFAH1B3 inh 6.6, PME-1 inh -1.9 and LYPLA1 counter -1.8.
Screening COc1ccc(C(=O)c2ccccc2O)c(O)c1 returned LYPLA2 counter 2.6, PAFAH2 inh 1.5, GSTO1 inh 8.7, PAD4 FP inh 3.3, PAFAH1B2 inh -4.4, pPAFAH inh 6.2, PAFAH1B3 inh 1.1, PME-1 inh 1.5 and LYPLA1 counter -1.3.
N#C/C(=C\c1ccccc1)C(=O)N1CCN(c2ccccc2F)CC1 was read as LYPLA2 counter 7.5, PAFAH2 inh 1.1, GSTO1 inh 5.6, PAD4 FP inh -2.7, PAFAH1B2 inh 3.8, pPAFAH inh 1.6, PAFAH1B3 inh 5.3, PME-1 inh 6.4 and LYPLA1 counter 0.4.
For Cc1ccc(-n2nc3c(c2NC(=O)C2CC2)CS(=O)(=O)C3)cc1C the results were LYPLA2 counter 2.7, PAFAH2 inh 0.3, GSTO1 inh 0.4, PAD4 FP inh 1.1, PAFAH1B2 inh 0.0, pPAFAH inh 0.9, PAFAH1B3 inh 6.4, PME-1 inh 6.5 and LYPLA1 counter 1.1.
For NC(=O)c1cccnc1Sc1ccc(Cl)cc1 the results were LYPLA2 counter 5.7, PAFAH2 inh -2.3, GSTO1 inh 3.2, PAD4 FP inh -4.1, PAFAH1B2 inh -3.3, pPAFAH inh 8.6, PAFAH1B3 inh 1.9, PME-1 inh 0.1 and LYPLA1 counter 2.0.
For CCOC(=O)c1c(N2C(=O)Nc3ccccc3N2O)n[nH]c1-c1cccc(Cl)c1 the results were LYPLA2 counter 1.7, PAFAH2 inh 4.0, GSTO1 inh -7.0, PAD4 FP inh -2.0, PAFAH1B2 inh 5.4, pPAFAH inh 3.0, PAFAH1B3 inh 10.6, PME-1 inh -2.6 and LYPLA1 counter -1.1.
Screening O=C(O)CCC(=O)Nc1ccc(Cc2ccc(NC(=O)CCC(=O)O)c(O)c2)cc1O returned LYPLA2 counter 1.6, PAFAH2 inh 1.2, GSTO1 inh 3.6, PAD4 FP inh -3.5, PAFAH1B2 inh 0.8, pPAFAH inh 4.5, PAFAH1B3 inh 1.6, PME-1 inh -8.1 and LYPLA1 counter -2.5.
For CC(C)c1ccc(NC(=S)NCc2ccc3c(c2)OCO3)cc1 the results were LYPLA2 counter 6.0, PAFAH2 inh -6.8, GSTO1 inh -5.0, PAD4 FP inh -4.4, PAFAH1B2 inh -2.4, pPAFAH inh 0.4, PAFAH1B3 inh 12.9, PME-1 inh 0.9 and LYPLA1 counter -0.4.
`CCN1C(=O)N(CC)C2C1N(CO)C(=O)N2CO` (stereo not given) gave LYPLA2 counter -0.3, PAFAH2 inh 2.1, GSTO1 inh 4.6, PAD4 FP inh -1.1, PAFAH1B2 inh -0.5, pPAFAH inh 4.7, PAFAH1B3 inh 1.2, PME-1 inh -0.8 and LYPLA1 counter -2.0.
For CC1(C)Cc2nc3sc4c(=O)n(Cc5ccccc5)cnc4c3cc2CS1 the results were LYPLA2 counter 6.8, PAFAH2 inh 4.4, GSTO1 inh -1.6, PAD4 FP inh -2.2, PAFAH1B2 inh -7.8, pPAFAH inh 5.7, PAFAH1B3 inh -2.0, PME-1 inh -4.6 and LYPLA1 counter -1.0.
`Cn1c(=O)oc2cc(S(=O)(=O)NCc3ccc(C(=O)O)cc3)ccc21` gave LYPLA2 counter -1.5, PAFAH2 inh -3.0, GSTO1 inh 10.0, PAD4 FP inh -2.4, PAFAH1B2 inh 1.2, pPAFAH inh -0.3, PAFAH1B3 inh -0.9, PME-1 inh -11.9 and LYPLA1 counter -0.2.
Cc1ccc(NCC(=O)c2ccc([N+](=O)[O-])cc2)cc1 was read as LYPLA2 counter -1.6, PAFAH2 inh 7.8, GSTO1 inh 15.4, PAD4 FP inh -0.4, PAFAH1B2 inh 3.6, pPAFAH inh 18.6, PAFAH1B3 inh 2.2, PME-1 inh 2.4 and LYPLA1 counter -2.1.
`C/C(=N/Nc1ccnc2cc(Cl)ccc12)c1ccc(O)cc1` gave LYPLA2 counter -1.6, PAFAH2 inh 3.1, GSTO1 inh -8.1, PAD4 FP inh 0.1, PAFAH1B2 inh 8.7, pPAFAH inh 14.4, PAFAH1B3 inh 12.6, PME-1 inh 33.3* and LYPLA1 counter -10.1.
O=C(Nc1ccc(Br)cc1)c1cccc(N2C(=O)C3CCCCC3C2=O)c1 (stereo not given) was read as LYPLA2 counter -1.9, PAFAH2 inh -1.3, GSTO1 inh 3.9, PAD4 FP inh -1.5, PAFAH1B2 inh -1.9, pPAFAH inh 3.9, PAFAH1B3 inh -3.2, PME-1 inh 0.1 and LYPLA1 counter -5.0.
For COc1ccc(NC(=O)C2CCC(C(C)(C)C)CC2)cc1S(=O)(=O)N1CCCCC1 (stereo not given) the results were LYPLA2 counter 1.9, PAFAH2 inh -11.5, GSTO1 inh 1.8, PAD4 FP inh 0.9, PAFAH1B2 inh 3.4, pPAFAH inh -4.0, PAFAH1B3 inh -3.8, PME-1 inh -6.6 and LYPLA1 counter -0.3.
CN1CCN(C(=O)c2cc(Br)cn2C)CC1 was read as LYPLA2 counter 5.5, PAFAH2 inh -2.4, GSTO1 inh 6.2, PAD4 FP inh 2.5, PAFAH1B2 inh -2.3, pPAFAH inh 7.8, PAFAH1B3 inh -0.2, PME-1 inh 3.5 and LYPLA1 counter -0.1.
CCOC(=O)c1c(SCc2ccccc2)n[nH]c1N was read as LYPLA2 counter 2.2, PAFAH2 inh 2.1, GSTO1 inh -2.0, PAD4 FP inh 0.4, PAFAH1B2 inh 0.2, pPAFAH inh -4.8, PAFAH1B3 inh 2.9, PME-1 inh -7.6 and LYPLA1 counter 4.8.
For O=C(CSc1ncnc2sccc12)NC1CCS(=O)(=O)C1 (stereo not given) the results were PAFAH2 inh 5.5, PAD4 FP inh -0.4, PAFAH1B2 inh 3.5, pPAFAH inh 4.8 and PAFAH1B3 inh -2.8.
For O=C(/C=C/c1ccc([N+](=O)[O-])cc1)OCC(=O)N1CCCC1 the results were PAFAH2 inh -4.7, PAD4 FP inh -3.4, PAFAH1B2 inh 3.2, pPAFAH inh 3.7 and PAFAH1B3 inh -2.2.
`CC(=O)NC(=S)Nc1cccc([N+](=O)[O-])c1` gave LYPLA2 counter 3.2, PAFAH2 inh -1.7, GSTO1 inh 2.3, PAD4 FP inh -6.2, PAFAH1B2 inh -1.7, pPAFAH inh -11.8, PAFAH1B3 inh 8.8, PME-1 inh -6.9 and LYPLA1 counter 6.4.
Screening CCOC(=O)c1ccc(NC(=O)c2ccccc2C)cc1 returned LYPLA2 counter -0.1, PAFAH2 inh -5.0, GSTO1 inh -1.1, PAD4 FP inh 0.7, PAFAH1B2 inh -0.7, pPAFAH inh 0.0, PAFAH1B3 inh 5.4, PME-1 inh -29.9 and LYPLA1 counter 0.2.
Screening O=C(c1cc(-c2ccccc2)nc2ccccc12)N1CCCC1 returned LYPLA2 counter -1.3, PAFAH2 inh 0.6, GSTO1 inh -1.6, PAD4 FP inh 0.5, PAFAH1B2 inh -1.9, pPAFAH inh 4.3, PAFAH1B3 inh -0.2, PME-1 inh -5.2 and LYPLA1 counter 0.4.
`COc1ccc(CNS(=O)(=O)c2ccc(-n3cnnn3)c(OC)c2)cc1` gave LYPLA2 counter 0.9, PAFAH2 inh -0.5, GSTO1 inh 4.7, PAD4 FP inh 5.0, PAFAH1B2 inh 0.4, pPAFAH inh 4.4, PAFAH1B3 inh 6.5, PME-1 inh -6.8 and LYPLA1 counter 3.5.
Screening Cc1ccc(CS(=O)Cc2ccc(C(=O)NCc3cccs3)o2)cc1 (stereo not given) returned LYPLA2 counter -3.8, PAFAH2 inh -5.2, GSTO1 inh -0.3, PAD4 FP inh -3.9, PAFAH1B2 inh 1.1, pPAFAH inh 4.0, PAFAH1B3 inh 7.2, PME-1 inh -1.3 and LYPLA1 counter -2.5.
O=C(O)CCCC(=O)Nc1nc2n(n1)C(c1ccc(F)cc1)CC(c1ccc(Cl)cc1)N2 (stereo not given) was read as LYPLA2 counter 0.6, PAFAH2 inh -7.5, GSTO1 inh -3.0, PAD4 FP inh -0.9, PAFAH1B2 inh 6.3, pPAFAH inh 1.5, PAFAH1B3 inh 11.8, PME-1 inh 5.5 and LYPLA1 counter 0.9.
`O=C(N/N=C/C=C/c1ccccc1)C1CC1c1ccccc1` (stereo not given) gave LYPLA2 counter -4.2, PAFAH2 inh 2.5, GSTO1 inh -8.9, PAD4 FP inh -2.1, PAFAH1B2 inh -1.3, pPAFAH inh 3.7, PAFAH1B3 inh 6.7, PME-1 inh -4.5 and LYPLA1 counter -3.6.
Fc1ccc2c(c1)C(c1ccncc1)=NNC(c1ccccc1)=N2 was read as LYPLA2 counter 2.4, PAFAH2 inh 11.9, GSTO1 inh -0.1, PAD4 FP inh 0.2, PAFAH1B2 inh 8.7, pPAFAH inh 2.0, PAFAH1B3 inh 9.6, PME-1 inh 5.3 and LYPLA1 counter 0.3.
`CO/N=C/CC(=O)c1ccc(-c2ccccc2)cc1` gave LYPLA2 counter -0.4, PAFAH2 inh -3.6, GSTO1 inh -5.9, PAD4 FP inh -0.5, PAFAH1B2 inh 0.2, pPAFAH inh 1.9, PAFAH1B3 inh 4.1, PME-1 inh -9.3 and LYPLA1 counter -4.8.
